From PubChem BioAssay
uPA generation = blocks generation of uPA at the cell surface; cell surface uPA generation assay, qHTS; Potency, µM (series often up to 38.3 µM), for the others: top-dose activity change, negative = inhibition, actives largely listed as inhibitors; actives 0.31% (n = 330,000); active means well fitted inhibition curve with a large enough effect; inconclusive means small, poorly fitted or top-dose-only effect; inactive means no such curve, though single readings can be large or run the other way; tested in mouse RAW 264.7 cells; further: potency means the concentration at half of the fitted maximal effect; on the % scale 0 is the no-effect control and ±100 the full control effect; nearly all actives have a fitted effect of over 55% in size
FBPA coupling cs = coupling enzyme interference in Giardia aldolase counter-screen. actives 0.67% (n = 290,000). activity change, negative = inhibition, % at 58.2 µM, hits read low. coupling enzyme system counterscreen, AmpLite Red fluorescence; in the data active means activity change below about -30%; further: on the % scale 0 is the no-effect control and ±100 the full control effect
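Fluorescence at 525 nm excitation and 598 nm emission measured inhibition of the coupled detection system without aldolase. Compounds (at 57.5 uM final) were preincubated 10 min at room temperature with coupling enzyme reagent before a 20 min substrate/AmpLite Red step.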
VP16 counter = inhibits Gal4-VP16 luciferase reporter, ROR gamma counter-screen; Potency, µM (doses to about 53.6 µM), without a hit: top-dose activity, negative = inhibition, hits mostly inhibitors; Drosophila S2 Gal4-VP16 UAS-luciferase, luminescence, 20 h; actives 3.5% (n = 310,000); AID 2546;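 further: Gal4-VP16 expression switched on by copper sulfate through the metallothionein promoter; potency means the concentration at half of the fitted maximal effect; on the % scale 0 is the no-effect control and ±100 the full control effect; nearly all actives have a fitted effect of over 50% in size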
Tb PFK block = inhibitors of T. brucei phosphofructokinase; T. brucei PFK, ADP-Glo luminescence; actives 0.17% (n = 330,000); Potency, µM (top dose mostly 57.5 µM), for the others: at the top dose activity, negative = inhibition, usual class: inhibitors;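 further: potency means the concentration at half of the fitted maximal effect; 0% = uninhibited 1x PFK enzyme wells and -100% = no-enzyme wells; nearly all actives have a fitted effect of over 60% in size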
Target sequence (O15648 whole entry, looked up): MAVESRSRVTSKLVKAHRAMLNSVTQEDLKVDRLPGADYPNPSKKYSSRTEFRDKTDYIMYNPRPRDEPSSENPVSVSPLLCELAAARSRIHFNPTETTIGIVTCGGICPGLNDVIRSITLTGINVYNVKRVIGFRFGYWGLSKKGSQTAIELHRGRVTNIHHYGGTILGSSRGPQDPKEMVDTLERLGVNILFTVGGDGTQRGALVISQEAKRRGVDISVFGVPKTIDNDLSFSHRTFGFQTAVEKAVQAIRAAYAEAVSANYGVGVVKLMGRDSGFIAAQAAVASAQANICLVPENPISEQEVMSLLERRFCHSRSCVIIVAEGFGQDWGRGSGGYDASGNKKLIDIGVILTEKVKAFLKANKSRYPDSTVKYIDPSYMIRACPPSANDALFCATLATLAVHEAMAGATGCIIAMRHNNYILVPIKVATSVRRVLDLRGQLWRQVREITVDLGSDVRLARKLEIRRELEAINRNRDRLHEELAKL
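1.25 nM PFK with 0.5 mM F6P and 0.1 mM ATP in 0.1 M TEA pH 8.0, 5 mM MgCl2, incubated 45 min at room temperature; ADP measured by ADP-Glo luminescence; compounds titrated up to 57 uM.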
KCNH2 3.1 block = blocks the human KCNH2 3.1 channel isoform; U2OS KCNH2 3.1, thallium flux FluxOr; stronger effect = lower value; activity change, % (tested at about 1.8 µM); actives 0.95% (n = 340,000); AID 720553;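 active means maximum activity change below -70%; inconclusive means maximum activity change from -70% to -50%; inactive means maximum activity change above -50%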;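 further: thallium influx rate constant from kinetic fluorescence after stimulation buffer; on the % scale 0 is the no-effect control and ±100 the full control effect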
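Steps: virus added to U2OS suspension (4 h, RT, dark); medium with 10% FBS added, cells plated, 37 C overnight; FluxOr/Red40 loading buffer 45 min RT; stimulation buffer, 2 min kinetic read; rate constant normalized.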
Giardia kill = kills Giardia lamblia | Giardia lamblia trophozoite viability | activity change, % at 7.66 µM, hits read low | actives 0.15% (n = 340,000); in the data active means activity change below about -80%; inconclusive means between about -30% and that limit;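 further: parasites exposed to compound for two days anaerobically before the ATP read; on the % scale 0 is the no-effect control and ±100 the full control effect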
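Trophozoites 100 cells/well + cpd; 48 hrs, 37 deg C, anaerobic. ATPLite 1-Step added, 15-30 min RT, luminescence read (ATP-based viability).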
NPC1 prom act = activates the NPC1 promoter; Huh7 NPC1 promoter luciferase reporter, 24 h; Potency, µM (top dose mostly 9.22 µM), for the others: top-dose activation, hits mostly activators; actives 2.4% (n = 320,000); AID 485313;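 further: potency means the concentration at half of the fitted maximal effect; % of control where 0% means no effect; nearly all actives have a fitted effect of over 60% in size; reporter is driven by a mutant NPC1 promoter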
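Huh7 reporter cells (NPC1 promoter driving luciferase) are dosed with compound for 24 h at 37 °C, 5% CO2; luciferase detection reagent is then added and luminescence measured after 10 min at ambient temperature.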
RORg inh = inhibitors of mouse ROR gamma transcriptional activity | actives 5.4% (n = 310,000) | Potency, µM (series often up to 53.6 µM), for the others: top-dose activity change, negative = inhibition, actives largely listed as inhibitors | Drosophila S2 Gal4-RORgamma UAS-luciferase reporter, 20 h | P51450; further: potency means the concentration at half of the fitted maximal effect; on the % scale 0 is the no-effect control and ±100 the full control effect; nearly all actives have a fitted effect of over 60% in size
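Stable Schneider cell line, Gal4 DNA-binding domain fused to ROR gamma, UAS-luciferase. Cmpd 1 hr RT → CuSO4 700 uM final → 20 hr RT → luciferase reagent 10 min → luminescence.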
FLuc counter = counter-screen for miR-21 project: firefly luciferase inhibitors or activators; P08659; purified FLuc, Km substrates, luminescence inhibition; Potency, µM (series often up to 57.5 µM), for inactives: top-dose activity change, negative = inhibition, actives largely listed as inhibitors; actives 6.9% (n = 360,000); AID 588342;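 further: potency means the concentration at half of the fitted maximal effect; plate controls were vehicle for no effect and reference inhibitor for full effect; nearly all actives have a fitted effect of over 55% in size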
Target sequence (P08659 whole entry, looked up): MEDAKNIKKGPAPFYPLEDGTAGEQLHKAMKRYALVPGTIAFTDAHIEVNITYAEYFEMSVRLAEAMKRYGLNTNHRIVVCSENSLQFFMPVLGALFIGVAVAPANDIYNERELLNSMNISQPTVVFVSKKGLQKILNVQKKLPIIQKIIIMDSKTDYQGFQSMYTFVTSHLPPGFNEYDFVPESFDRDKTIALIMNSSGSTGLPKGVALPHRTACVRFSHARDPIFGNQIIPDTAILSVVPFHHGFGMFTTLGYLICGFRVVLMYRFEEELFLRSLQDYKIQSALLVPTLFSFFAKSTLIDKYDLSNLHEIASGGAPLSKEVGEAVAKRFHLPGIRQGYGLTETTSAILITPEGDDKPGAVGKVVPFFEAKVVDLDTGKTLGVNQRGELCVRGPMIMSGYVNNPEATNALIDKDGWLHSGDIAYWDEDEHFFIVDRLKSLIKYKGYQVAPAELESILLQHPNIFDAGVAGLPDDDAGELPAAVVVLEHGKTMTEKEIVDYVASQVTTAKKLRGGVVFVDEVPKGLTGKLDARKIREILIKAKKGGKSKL
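Biochemical qHTS of compounds, final roughly 60 µM downward over six points, against 10 nM purified firefly luciferase using Km concentrations of substrates (10 uM D-luciferin, 10 uM ATP) in Tris acetate pH 7.5 buffer; luminescence output.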
ELG1 genotoxic = inducers of genotoxicity in HEK293T ELG1-luciferase cells; HEK293T ELG1-luciferase reporter, luminescence, 16 h; Potency, µM (top dose mostly 46 µM), for the others: top-dose activity change, positive = activation, hits mostly activators; actives 1.3% (n = 330,000); AID 504466; further: potency means the concentration at half of the fitted maximal effect; % of control where 0% means no effect; nearly all actives have a fitted effect of over 60% in size
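16 hr compound incubation (37 °C, 5% CO2) of HEK293T cells carrying luciferase-tagged ELG1; luciferase then measured by ONE-Glo luminescence after 30 min at RT.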
Rab9 prom act = activators of Rab9 promoter; AID 485297; Huh7 Rab9 promoter-luciferase reporter, luminescence, 24 h; actives 2.8% (n = 320,000); Potency, µM (highest dose often 9.22 µM), for the others: at the highest dose activation, negative = inhibition, actives largely listed as activators; further: potency means the concentration at half of the fitted maximal effect; % of control where 0% means no effect; nearly all actives have a fitted effect of over 60% in size
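Promoter activation is measured as luciferase luminescence in Huh7 cells stably transfected with a Rab9 promoter–luciferase construct, following 24 h compound exposure at 37 °C and 10 min reagent incubation at ambient temperature.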
* hit, by the source's call; & = joins results of further samples; [ ] = dose if it differs, or a comment. Unless noted, the call rests on the fitted dose curve; in most records, active means well fitted curve in the direction sought with a large enough effect; inconclusive means small, poorly fitted or top-dose-only effect, or another doubt; inactive means no such curve, though single readings can be large; an effect the other way counts as inactive or inconclusive. Random draw from the library. Share with any hit: about 14%.

What do the screens show for `CCN1CCc2nc(N)oc2CC1`?
uPA generation: 14%; VP16 counter: 5%; Tb PFK block: -2%; KCNH2 3.1 block: -2; Giardia kill: -16; NPC1 prom act: -3%[46.1 µM]; RORg inh: -15%; FLuc counter: 11%; ELG1 genotoxic: 2%; Rab9 prom act: 6%[46.1 µM]

Results for Fc1ccccc1/C=N/n1cc(-c2ccccc2)[nH]c1=S ?
uPA generation: -1%; FBPA coupling cs: 5; VP16 counter: 8.9µM*; Tb PFK block: -25%; KCNH2 3.1 block: 16; Giardia kill: -24; NPC1 prom act: 1.1µM*; RORg inh: 1.4µM*; FLuc counter: inconclusive; ELG1 genotoxic: 2%; Rab9 prom act: 4µM*

Results for O=C(Cc1cccc(C(F)(F)F)c1)NCc1ccc(Cl)cc1Cl ?
uPA generation: 3%; FBPA coupling cs: -4; VP16 counter: -18%; Tb PFK block: -3%; KCNH2 3.1 block: 12; Giardia kill: 7; NPC1 prom act: -3%; RORg inh: 40%; FLuc counter: inconclusive; ELG1 genotoxic: 0%; Rab9 prom act: 3%

How did CCCN(CCC)S(=O)(=O)c1ccc(C(=O)O)cc1 do in these assays?
uPA generation: -7%; FBPA coupling cs: 24&11&9; VP16 counter: -22%; Tb PFK block: -6%; KCNH2 3.1 block: -10; Giardia kill: -1; NPC1 prom act: -1%; RORg inh: -25%; FLuc counter: -2%; ELG1 genotoxic: 0%; Rab9 prom act: -35%[inhibitor]

How did CNc1nnc(-c2cccc(N(C)C)c2)s1 do in these assays?
uPA generation: -5%; FBPA coupling cs: -4; Tb PFK block: 3%; KCNH2 3.1 block: 20; Giardia kill: 1; NPC1 prom act: inconclusive; RORg inh: -18%[0.365 µM]; FLuc counter: 15µM*; ELG1 genotoxic: 11µM*; Rab9 prom act: inconclusive

What do the screens show for `Cc1cc(C)n2nc3nc(N4CCCCC4)nc(-c4ccco4)c3c2n1`?
uPA generation: 0%; FBPA coupling cs: 4; VP16 counter: -13%; Tb PFK block: inconclusive; KCNH2 3.1 block: 35; Giardia kill: -1; NPC1 prom act: 2%; RORg inh: -1%; FLuc counter: 4%; ELG1 genotoxic: 0%; Rab9 prom act: 6%

How did N=C1C(c2nc3ccccc3c(=O)[nH]2)=C(O)CN1CCc1ccccc1 do in these assays?
uPA generation: 2%; FBPA coupling cs: 1; VP16 counter: -11%; Tb PFK block: 2%; KCNH2 3.1 block: -11; Giardia kill: 2; NPC1 prom act: -1%; RORg inh: -17%; FLuc counter: -1%; ELG1 genotoxic: 19%; Rab9 prom act: -5%

Results for COc1ccccc1CNC(=O)c1nnc(Cc2ccc(Cl)cc2)o1 ?
uPA generation: 10%; FBPA coupling cs: 0; VP16 counter: -4%; Tb PFK block: -12%; KCNH2 3.1 block: 18; Giardia kill: -14; NPC1 prom act: -2%; RORg inh: 39%; FLuc counter: 4%; ELG1 genotoxic: -2%; Rab9 prom act: -3%

Results for CSCCC(NC(=O)c1ccc(Br)cc1)C(=O)O (stereo not given) ?
uPA generation: -2%; FBPA coupling cs: 0; VP16 counter: -1%; Tb PFK block: 0%; KCNH2 3.1 block: -4; Giardia kill: 9; NPC1 prom act: 0%; RORg inh: inconclusive; FLuc counter: -20%; ELG1 genotoxic: -2%; Rab9 prom act: 0%

What do the screens show for `Cc1cc(Oc2ccc(=O)n(C)n2)nc(Oc2ccc(=O)n(C)n2)n1`?
uPA generation: 1%; FBPA coupling cs: 2; VP16 counter: -1%; Tb PFK block: -6%; KCNH2 3.1 block: 4; Giardia kill: -14; NPC1 prom act: 1%; RORg inh: -20%; FLuc counter: 5%[2.3 µM]; ELG1 genotoxic: 2%; Rab9 prom act: -1%

How did Cc1cnc(N)c2c(=O)oc3ccccc3c12 do in these assays?
uPA generation: inconclusive; FBPA coupling cs: 0; VP16 counter: -2%; Tb PFK block: -3%; KCNH2 3.1 block: -1; Giardia kill: 10; NPC1 prom act: 5%; RORg inh: -2%; FLuc counter: -10%; ELG1 genotoxic: inconclusive; Rab9 prom act: -1%

What do the screens show for `CCOC(=O)N1CCN(S(=O)(=O)c2ccc(Cl)cc2)CC1`?
uPA generation: -12%; FBPA coupling cs: 5; VP16 counter: -10%; Tb PFK block: -2%; KCNH2 3.1 block: 3; Giardia kill: -10; NPC1 prom act: -3%; RORg inh: 10%; FLuc counter: 1%; ELG1 genotoxic: -3%; Rab9 prom act: 0%

What do the screens show for `COC/C=C/C1=CC(=O)C[C@H](c2ccc3c(c2)OCO3)C1`?
uPA generation: inconclusive; Tb PFK block: 1%; Giardia kill: -24; NPC1 prom act: 4%; FLuc counter: -8%; ELG1 genotoxic: -2%; Rab9 prom act: 1%

Results for COc1ccc(-c2nc(SC(C)C(=O)NC3CC3)n[nH]2)cc1 (stereo not given) ?
uPA generation: 3%; Tb PFK block: -1%; KCNH2 3.1 block: 15; Giardia kill: 17; NPC1 prom act: 11%; FLuc counter: 15%; ELG1 genotoxic: 9%; Rab9 prom act: 20%

How did O=C(c1ccc(N2CCCCC2)c([N+](=O)[O-])c1)N(Cc1ccccc1)c1ccccn1 do in these assays?
uPA generation: 0%; FBPA coupling cs: 0; VP16 counter: -19%; Tb PFK block: -3%; KCNH2 3.1 block: -7; Giardia kill: 8; NPC1 prom act: -1%; RORg inh: inconclusive; FLuc counter: -1%; ELG1 genotoxic: -10%; Rab9 prom act: 5%

How did CCOC(=O)C1=C(c2ccccc2)N=c2s/c(=C\c3cccc(O)c3)c(=O)n2C1c1cccs1 (stereo not given) do in these assays?
uPA generation: -12%; FBPA coupling cs: 0; VP16 counter: -26%; Tb PFK block: -1%; KCNH2 3.1 block: -9; Giardia kill: -6; NPC1 prom act: -1%; RORg inh: 33%; FLuc counter: 6%; ELG1 genotoxic: -3%; Rab9 prom act: -4%

Results for O=C(Cc1cccs1)Nc1cccc(-c2nc3cc4ccccc4cc3[nH]2)c1 ?
uPA generation: -13%; FBPA coupling cs: -8; VP16 counter: inconclusive; Tb PFK block: -2%; KCNH2 3.1 block: -6; Giardia kill: -21; NPC1 prom act: 1.6µM*; RORg inh: 15%; FLuc counter: 0.85µM*; ELG1 genotoxic: inconclusive; Rab9 prom act: 1.8µM*

Results for CC1CCCC(C)N1C(=O)COC(=O)c1ccc([N+](=O)[O-])o1 (stereo not given) ?
uPA generation: -2%; Tb PFK block: 1%; KCNH2 3.1 block: 4; Giardia kill: -12; ELG1 genotoxic: 1%

What do the screens show for `Cc1onc(-c2ccccc2)c1C(=O)NNC(=S)NC(=O)c1ccc(Br)cc1`?
uPA generation: -1%; FBPA coupling cs: 9; VP16 counter: 3.5µM*; Tb PFK block: -5%; KCNH2 3.1 block: 5; Giardia kill: -1; NPC1 prom act: 1%; RORg inh: 4.5µM*; FLuc counter: 4%; ELG1 genotoxic: 0%; Rab9 prom act: 2%

Results for O=C(Nc1ccccc1)N(C1=NCCCCS1)c1ccccc1 ?
uPA generation: 1%; FBPA coupling cs: 0; VP16 counter: -3%; Tb PFK block: 0%; KCNH2 3.1 block: -8; Giardia kill: -1; NPC1 prom act: 1%; RORg inh: 0%; FLuc counter: inconclusive; ELG1 genotoxic: inconclusive; Rab9 prom act: 2%

What do the screens show for `N/C(=N\NC(=O)c1cccs1)c1cc2ccccc2oc1=O`?
uPA generation: 1%; FBPA coupling cs: 2; VP16 counter: 7.1µM*; Tb PFK block: 0%; KCNH2 3.1 block: -8; Giardia kill: -5; NPC1 prom act: -5%; RORg inh: 7.1µM*; FLuc counter: -1%; ELG1 genotoxic: 6%; Rab9 prom act: -2%

What do the screens show for `CN1CCC(NC(=O)c2cccc(Oc3ccccc3)c2)CC1`?
uPA generation: inconclusive; FBPA coupling cs: 2; Tb PFK block: -4%; KCNH2 3.1 block: 35; Giardia kill: -23; NPC1 prom act: -1%; FLuc counter: -1%; ELG1 genotoxic: 2%; Rab9 prom act: 0%

What do the screens show for `COc1cccc(NC(=S)NN2CCN(C)CC2)c1`?
uPA generation: -1%; VP16 counter: -14%; Tb PFK block: -3%; KCNH2 3.1 block: 4; Giardia kill: 0; NPC1 prom act: inconclusive; RORg inh: -18%; FLuc counter: 1%; ELG1 genotoxic: 0%; Rab9 prom act: 29%

Results for COc1ccc(-c2noc(CCC(=O)Nc3cc(OC)ccc3OC)n2)cc1 ?
uPA generation: -1%; FBPA coupling cs: 2; VP16 counter: -10%; Tb PFK block: -5%; KCNH2 3.1 block: 16; Giardia kill: -3; NPC1 prom act: -2%; RORg inh: 0%; FLuc counter: inconclusive; ELG1 genotoxic: -3%; Rab9 prom act: 0%

Results for COc1ccc(CCNC(=O)NC2CCCCC2)cc1OC ?
uPA generation: -2%; FBPA coupling cs: 2; Tb PFK block: -8%; KCNH2 3.1 block: 11; Giardia kill: 5; NPC1 prom act: 0%; RORg inh: -23%[0.365 µM]; FLuc counter: 4%; ELG1 genotoxic: 6%; Rab9 prom act: -5%
